# High-throughput results as filed in PubChem.
# M4 PAM: positive allosteric modulators of human muscarinic M4 receptor. activation, % at 3 µM. CHO-K1 hM4/Gqi5, Fluo-8 calcium fluorescence, ACh EC20; 0% = ACh EC20, 100% = maximal ACh. AID 624126. hit rate 0.4% among 360,000;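 active = activation above its plate's cutoff, the mean activation of sample wells plus 3 SD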; also: some results filed as inactive read as strong as hits
# CHRM5 agonist: agonists of human muscarinic M5 receptor (CHRM5). CHO-K1 hM5 cells, Fluo-8 calcium fluorescence; 0% DMSO wells, 100% maximal acetylcholine response. activation, % at 3 µM. P08912. hit rate 0.19% among 360,000. AID 624037;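 active = activation above the run's mean over test compounds plus 3 SD, cut at about 23% in these data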;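 also: signal is peak over basal fluorescence ratio across the kinetic read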
# CHRM4 agonist: CHRM4 agonism in calcium assay; activation, % at 3 µM; P08173; CHO-K1 hM4/Gqi5, Fluo-8 calcium fluorescence; vehicle 0%, full acetylcholine response 100%; hit rate 0.14% among 360,000;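 active = activation above the run mean over all test wells plus 3 SD, cut at about 32% in these data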;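 also: peak over basal fluorescence ratio per well then scaled between controls; 0% = DMSO wells and 100% = acetylcholine at EC100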
# CRFR2-BP ag: CRF-BP/CRF-R2 complex agonism. HEK293 CRF-R2/CRF-BP, calcium dye fluorescence (FLIPR); percent of saturating CRF peptide response. activation, % at 13.2 µM. hit rate 0.46% among 350,000;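 active = activation of at least 50%, plus an integration ratio under a set limit after plate pattern correction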;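 also: plate controls were neutral control wells without compound for no effect and CRF at EC100 for full effect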
# CRFR2-BP antag: antagonists of CRF-binding protein/CRF-R2 receptor complex; HEK293 CRF-R2/CRF-BP, CRF-induced calcium fluorescence; inhibition, % at 11.8 µM; hit rate 0.59% among 350,000; AID 588475;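 active = inhibition of the ligand-induced calcium signal above about 50% at the single tested concentration, limit read from the data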
# CHRM4 antagonist: CHRM4 antagonism in calcium assay; CHO-hM4 cells, ACh EC80, Fluo-8 calcium fluorescence; inhibition, % at 3 µM; P08173; hit rate 0.73% among 360,000;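 active = inhibition above its plate's cutoff, the mean inhibition of sample wells plus 3 SD, cut at about 27% in these data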;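 also: 0% = acetylcholine EC80 with DMSO and 100% = DMSO without agonist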
# CHRM5 antagonist: blocks acetylcholine activation of human M5 receptor; P08912; CHO-hM5 cells, Fluo-8 calcium fluorescence, ACh EC80; inhibition, % at 3 µM; hit rate 0.59% among 360,000; AID 624040;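 active = inhibition above a per-plate cutoff, the mean of that plate's test compounds plus 3 SD, cut at about 27% in these data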;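 also: 0% = acetylcholine EC80 with DMSO and 100% = DMSO without agonist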
# M5 PAM: positive allosteric modulators of human muscarinic M5 receptor; hit rate 0.3% among 360,000; CHO-K1 hM5, Fluo-8 calcium, ACh EC20 PAM; 0% = ACh EC20, 100% = ACh EC100; activation, % at 3 µM; P08912;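 active = activation above the run cutoff, the mean activation of all test compounds plus 3 SD, cut at about 18% in these data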
#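 Probe or stimulus: acetylcholine, EC20 level; Assay system: human M5 receptor in CHO-K1 cells; Schedule: compound preincubation 140 s before EC20 acetylcholine addition; Technique: intracellular calcium via Fluo-8 fluorescence; Dosing: single-point, 3 µM nominal; Read-out basis: percent activation from peak-over-basal fluorescence ratio, scaled EC20-to-EC100 acetylcholine; Repeats: one well per compound, no replicates.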
# IDE cell inh: inhibits human insulin-degrading enzyme in HEK cells; P14735; inhibition, % at 5.59 µM; hit rate 0.41% among 320,000; FAbetaB cleavage, fluorescence polarization;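 active = percent inhibition above the average of all tested compounds plus 3 SD, set per screening campaign, cut at about 16% in these data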;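 also: IDE supplied by intact live HEK cells; FP after avidin binding of uncleaved biotin substrate so inhibition keeps polarization high; 0% = DMSO wells and 100% = 60 µM reference IDE inhibitor Ii1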
# Target sequence (P14735 whole entry, looked up): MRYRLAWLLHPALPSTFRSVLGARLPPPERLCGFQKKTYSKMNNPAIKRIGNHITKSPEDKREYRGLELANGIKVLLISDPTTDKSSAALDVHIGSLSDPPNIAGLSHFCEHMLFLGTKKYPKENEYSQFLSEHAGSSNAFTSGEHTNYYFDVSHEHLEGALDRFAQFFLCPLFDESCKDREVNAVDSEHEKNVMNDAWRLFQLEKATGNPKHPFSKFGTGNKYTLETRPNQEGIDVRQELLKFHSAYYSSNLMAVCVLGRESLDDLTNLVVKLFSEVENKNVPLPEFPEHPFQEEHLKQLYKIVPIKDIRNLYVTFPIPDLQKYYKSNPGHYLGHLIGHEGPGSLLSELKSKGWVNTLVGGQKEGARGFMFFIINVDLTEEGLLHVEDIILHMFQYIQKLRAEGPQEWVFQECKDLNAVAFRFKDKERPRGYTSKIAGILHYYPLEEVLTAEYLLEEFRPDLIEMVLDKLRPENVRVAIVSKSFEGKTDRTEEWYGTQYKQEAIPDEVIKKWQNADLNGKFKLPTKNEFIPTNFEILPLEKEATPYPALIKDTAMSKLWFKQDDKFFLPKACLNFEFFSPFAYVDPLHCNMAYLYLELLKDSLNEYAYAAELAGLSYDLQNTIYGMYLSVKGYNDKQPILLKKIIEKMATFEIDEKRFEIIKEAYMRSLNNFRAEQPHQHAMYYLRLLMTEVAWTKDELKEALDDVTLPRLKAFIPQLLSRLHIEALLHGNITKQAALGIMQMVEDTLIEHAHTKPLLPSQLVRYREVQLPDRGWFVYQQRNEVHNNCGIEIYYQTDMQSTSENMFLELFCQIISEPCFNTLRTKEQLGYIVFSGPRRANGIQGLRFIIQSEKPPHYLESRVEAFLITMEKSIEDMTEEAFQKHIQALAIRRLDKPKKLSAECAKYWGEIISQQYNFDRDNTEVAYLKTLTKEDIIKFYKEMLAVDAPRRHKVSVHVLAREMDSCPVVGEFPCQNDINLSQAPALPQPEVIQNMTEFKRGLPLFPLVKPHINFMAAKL
# Starred values were filed as active, the others as inactive; x = not tested or not shown. Hits appear at their usual frequency (roughly 2.9% active in at least one column).
M4 PAM,CHRM5 agonist,CHRM4 agonist,CRFR2-BP ag,CRFR2-BP antag,CHRM4 antagonist,CHRM5 antagonist,M5 PAM,IDE cell inh,Structure
5.9,0.3,-0.4,0.3,1.7,3.7,1.7,12.4,x,CCN1C[C@@H]2[C@@H]3C(=O)N(C)C(=O)[C@@H]3[C@](Cc3ccccc3)(C1=O)N2C(=O)c1ccc(Cl)cc1
0.7,-4.6,2.9,-1.0,-4.8,-0.2,-9.1,16.3,1.4,COc1ccc(OC)c(NC(=O)Cn2c(=O)n(CC(=O)NCc3ccco3)c(=O)c3ccccc32)c1
10.8,-1.1,-0.9,0.0,-31.2,-2.3,2.0,1.6,7.6,c1ccc(CCNc2nc3ccccc3s2)cc1
-15.9,-3.1,-2.2,-1.2,0.4,-1.6,17.3,-7.3,0.9,O=[N+]([O-])c1ccc(SCc2c(F)cccc2Cl)nc1
0.0,0.2,0.9,0.4,1.4,4.5,12.5,-0.6,6.6,CN(C(=O)C1CCCCN1S(=O)(=O)c1ccccc1)c1ccccc1 (configuration not stated)
-8.7,-3.9,2.1,0.3,-18.9,13.8,-0.5,3.8,-3.7,COc1c(Br)cc(Br)cc1/C=N/NC(=O)c1ccncc1
9.2,1.6,3.2,-0.1,-2.4,11.3,-13.9,6.8,-6.9,COc1ccc(OC)c(N(CC(=O)Nc2ccccc2C(=O)NCc2ccco2)S(C)(=O)=O)c1
-0.4,0.6,0.1,5.3,-3.4,0.3,-2.6,-2.5,7.2,COc1ccc(-n2nnc3c(SCC(=O)OCc4ccccc4)ncnc32)cc1
4.8,-5.1,-1.8,0.0,32.4,10.2,-12.3,2.6,-5.0,O=C(NCc1ccco1)c1cc2sccc2n1Cc1ccccc1
0.5,-1.6,8.7,x,x,3.8,-5.3,-0.7,x,O=C(CCCN1CCC(C(O)c2ccc(F)cc2)CC1)c1ccc(F)cc1 (configuration not stated)
-5.1,-0.6,5.8,0.1,-3.8,-5.8,9.9,-4.4,-2.9,Cc1ccc(S(=O)(=O)N2CCCCC2)cc1NC(=O)COc1ccccc1F
-3.7,-2.6,-1.6,-0.1,12.5,6.0,4.0,-4.8,-6.2,Cc1ccc2nc(-c3ccccc3O)c(Nc3ccc4c(c3)OCCO4)n2c1
-16.2,1.4,15.7,-0.4,8.3,5.2,4.0,-12.7,2.7,COc1cc(/C=N/NC(=S)Nc2cccc(S(=O)(=O)N(C)C)c2)cc(OC)c1O
-7.5,3.5,7.9,16.1,53.9*,0.2,-3.3,-4.2,-3.2,CC(=O)N1CCOc2cc(S(=O)(=O)N3CCN(c4ccccc4)CC3)c(Cl)cc21
-0.8,0.6,2.2,-3.4,18.1,2.2,3.4,-6.8,9.0,O=C(CSc1nn(-c2ccc(F)cc2)c(=S)s1)N1CCN(C(=O)c2ccco2)CC1

# More results follow:
M4 PAM,CHRM5 agonist,CHRM4 agonist,CRFR2-BP ag,CRFR2-BP antag,CHRM4 antagonist,CHRM5 antagonist,M5 PAM,IDE cell inh,Structure
-4.7,5.6,7.5,1.2,-1.0,-3.7,-1.9,0.1,4.2,O=C(Nc1ccc(F)cc1F)c1ccc2nc(N3CCOCC3)sc2c1
1.7,6.8,0.5,0.0,0.8,-2.2,0.7,11.5,x,O=c1[nH]cnc2c1C(c1ccc(Cl)cc1)c1c(nc[nH]c1=O)O2
3.0,-4.4,-1.6,-0.2,25.6,-1.0,-0.6,-1.9,6.5,CCc1ccccc1NC1c2ccccc2C(=O)N1c1cc(C)ccn1 (configuration not stated)
-1.4,5.5,11.6,x,x,-7.6,-0.4,1.0,x,Cc1cc(C)nc(Nc2nc(C(N)CCc3ccccc3)cs2)n1 (configuration not stated)
6.1,3.3,1.4,-0.9,3.4,2.9,3.3,-11.4,-7.3,CC(=O)c1c(C)[nH]c(C(=O)COC(=O)c2c(C)noc2C)c1C
2.1,-2.8,1.9,-1.2,9.4,7.7,4.7,-1.2,-1.2,Cc1ccccc1OC(C)C(=O)N1CCN(c2ccccn2)CC1 (configuration not stated)
0.3,-2.6,-2.0,0.7,7.2,-9.9,4.9,-7.9,5.9,Cc1ccccc1C(=O)Oc1ccc(Br)cc1C(=S)N1CCCC1
-8.2,9.0,10.9,13.0,-61.1,5.8,0.8,1.2,-0.4,Cc1nc(Oc2ccc(S(=O)(=O)N3CCOCC3)cc2Cl)c2c3c(sc2n1)CCCC3
9.7,-0.6,2.6,0.8,-0.4,-8.7,8.4,2.3,-1.2,Nc1ccc2nc(NC(=O)C3CCCCC3)sc2c1
2.0,-3.3,0.2,1.9,-15.0,-6.0,1.2,4.5,-0.1,O=C(NCCN1CCOCC1)/C(=C\c1ccccc1Cl)NC(=O)c1ccccc1
0.9,-3.0,2.0,-1.1,5.2,-4.3,-3.3,14.2,-0.9,CCc1c(C(C)S(=O)(=O)c2ccc(C)cc2)[nH]c(=O)n1-c1ccc(C)cc1 (configuration not stated)
2.8,5.7,0.4,0.2,0.7,1.4,6.7,5.3,3.7,COC(=O)c1c(CCl)noc1C(=O)NC(C)C
-5.2,4.2,4.9,5.0,-9.2,2.0,5.0,1.4,18.6*,Cc1ccc(C(=O)N2CCN(c3ncnc4c(C)csc34)CC2)cc1
-0.9,-2.5,2.3,27.7,-4.7,-1.0,-3.1,6.0,-6.2,C/C(=N\NC(=O)c1c(C)nc2ccccn12)c1ccc(O)cc1O
0.6,-3.7,0.4,-0.1,-12.4,9.1,10.1,-5.1,3.0,O=C(NNC(=S)NC(=O)c1ccccc1)c1cccnc1

# More entries follow.
M4 PAM,CHRM5 agonist,CHRM4 agonist,CRFR2-BP ag,CRFR2-BP antag,CHRM4 antagonist,CHRM5 antagonist,M5 PAM,IDE cell inh,Structure
-6.7,0.6,10.1,-1.1,19.0,-2.2,13.2,-16.1,0.9,COc1ccc(OC2C(=O)N(c3ccc(F)cc3)C2c2ccc(OC)c(OC)c2)cc1 (configuration not stated)
4.2,3.2,0.4,-0.8,-0.7,-3.5,0.3,-2.0,0.6,COc1ccc(OC)c(S(=O)(=O)Nc2ccc(OCC(=O)O)cc2)c1
5.7,2.1,1.7,5.1,-21.7,-22.3,8.2,0.0,x,CC(=O)C1(O)CCC2C3CCC4CC(O)CCC4(C)C3C(=O)CC21C (configuration not stated)
-0.6,-1.4,0.9,2.3,-11.2,4.6,1.5,-0.4,-1.8,O=C(CCCn1nnnc1CN1CCOCC1)N1CCN(c2ccccc2F)CC1
2.6,-3.3,1.1,-2.4,0.5,-5.0,-3.7,0.6,-3.1,Cc1c(Cl)cccc1NC(=S)N1CCN(Cc2ccc3c(c2)OCO3)CC1
-6.7,-2.7,5.9,-2.5,3.0,7.3,3.8,-8.5,-5.3,O=C(Nc1ccccc1N1CCCC1)c1ccc(Cl)c(S(=O)(=O)N2CCOCC2)c1
9.8,1.2,0.6,-1.1,9.1,-2.6,3.0,1.0,3.7,COc1ccc(NC(=O)N/C=C/c2ccc(Cl)cc2)cc1
-8.6,-2.8,2.1,-1.4,15.1,0.4,3.0,-3.5,6.5,CSc1oc(-c2ccccc2)nc1S(=O)(=O)c1ccc(F)cc1
-1.3,3.9,14.8,-1.2,13.1,-24.1,2.5,-7.7,5.8,C=C(C)c1cccc(C(C)(C)NC(=O)Nc2ncccn2)c1
11.4,1.3,1.6,-0.6,7.7,-2.8,-5.0,1.8,0.4,O=C1OC(CN2CCOCC2)CN1N=Cc1ccc([N+](=O)[O-])o1 (configuration not stated)
3.9,-2.1,0.8,-0.9,5.1,-2.0,8.1,4.4,3.8,Cc1ccc(NC(=S)N(Cc2ccccc2)C(C)C)cc1
9.3,0.9,0.1,-0.3,0.8,-7.8,-5.4,3.6,7.6,O=C(Cn1nnc2ccccc21)c1ccccc1
9.1,-2.6,0.6,-1.6,11.3,-4.7,-5.0,-2.1,-4.0,CC(C)(C)NC(=O)C(c1ccccc1)N(C(=O)c1csnn1)C1CC1 (configuration not stated)
-2.9,1.7,0.7,-1.6,-3.1,2.7,-3.9,11.5,0.2,CCOC(=O)C(=O)C1=C(N2CCOCC2)/C(=C\c2ccc(F)cc2)CC1
10.6,-2.6,0.4,0.5,6.0,0.1,-3.2,5.4,4.9,COc1ccc(C(N)=S)c(OC)c1

# In a second layout: two of the compounds above.
smiles	M4 PAM	CHRM5 agonist	CHRM4 agonist	CRFR2-BP ag	CRFR2-BP antag	CHRM4 antagonist	CHRM5 antagonist	M5 PAM	IDE cell inh
CC(=O)C1(O)CCC2C3CCC4CC(O)CCC4(C)C3C(=O)CC21C (configuration not stated)	5.7	2.1	1.7	5.1	-21.7	-22.3	8.2	0.0	x
O=C(CCCn1nnnc1CN1CCOCC1)N1CCN(c2ccccc2F)CC1	-0.6	-1.4	0.9	2.3	-11.2	4.6	1.5	-0.4	-1.8

# Further compounds
M4 PAM,CHRM5 agonist,CHRM4 agonist,CRFR2-BP ag,CRFR2-BP antag,CHRM4 antagonist,CHRM5 antagonist,M5 PAM,IDE cell inh,Structure
1.2,1.2,-1.6,-4.3,-4.9,2.7,1.1,4.8,-5.5,COc1cc(S(=O)(=O)N2CCCCC2)ccc1NC(=O)Cc1ccccc1
-1.6,-6.9,0.3,-1.0,-2.1,0.5,-1.8,6.7,2.4,CCOC(=O)CCNCC1COc2ccccc2O1 (configuration not stated)
14.3,1.4,1.8,-0.2,-5.8,-2.0,5.0,11.5,x,C=CCn1c(C)nnc1SCC(=O)Nc1ccccc1C(=O)NC1CC1
3.7,0.3,0.4,9.5,-4.9,-13.6,3.9,-3.6,x,COc1ccccc1C1CC(=O)Oc2c(C(C)C)ccc(C)c21 (configuration not stated)
-28.7,-0.4,12.7,-1.4,0.2,6.5,8.8,-11.8,3.9,CCn1nc(C(=O)OCc2cccc(S(=O)(=O)N(C)C)c2)c2ccccc2c1=O
-3.1,-10.1,1.7,1.2,-23.7,-1.1,-0.9,-6.1,0.3,Cc1ccccc1C(=O)NCc1nnc(SCC(=O)N2c3ccccc3Sc3ccccc32)n1C
-1.4,-3.9,0.2,-1.6,-4.3,-12.7,5.3,-2.2,3.6,COc1ccccc1N1C(=O)C2C3C=CC(CC3)C2C1=O (configuration not stated)
0.4,-1.6,-0.4,-0.4,5.8,6.7,12.2,-1.4,3.3,CCOc1ccc(S(=O)(=O)N2CCN(C(=O)CN3C(=O)NC(C)(C)C3=O)CC2)cc1
-11.9,-0.2,2.2,-0.7,-35.1,11.5,-4.4,-3.0,5.9,Cc1ccc(-c2nn(C)c(=O)c3ccccc23)cc1CNC(=O)c1ccco1
-2.9,-0.6,0.4,5.9,-9.5,13.7,6.3,10.2,-5.8,COc1cccc(NC(=O)C(OC(=O)/C=C/c2ccc3c(c2)OCO3)c2ccccc2)c1 (configuration not stated)
1.8,-0.5,0.7,1.1,3.5,-0.9,8.2,-5.1,-3.1,O=C(COc1ccccc1)Nc1ccc2[nH]c(=O)[nH]c2c1
9.9,-2.7,0.5,0.0,6.2,6.4,2.6,5.1,-2.4,CC1=C(C(=O)NCc2ccccc2)C(c2cccs2)NC(=S)N1 (configuration not stated)
4.5,2.7,0.6,2.4,-22.8,3.8,0.2,0.5,4.7,CSc1nc2c(c(=O)[nH]c(=O)n2C)n1C/C=C(\C)Cl
4.8,3.1,1.8,-0.2,6.2,-7.3,-12.7,3.7,5.6,O=C(C1CCN(S(=O)(=O)N2CCOCC2)CC1)N1CCN(c2ccccc2F)CC1
